FEN1 inh = qHTS Assay for the Inhibitors of Human Flap endonuclease 1 (FEN1) | Recombinant FEN1 flap cleavage, fluorescence, 15 min | 0.35% of 390,000 active | Potency, µM (top dose mostly 114 µM), without a hit: at the highest dose activity change, negative = inhibition, actives largely listed as inhibitors; also: nearly all actives have a fitted effect of over 65% in size
Target sequence (P39748 whole entry, looked up): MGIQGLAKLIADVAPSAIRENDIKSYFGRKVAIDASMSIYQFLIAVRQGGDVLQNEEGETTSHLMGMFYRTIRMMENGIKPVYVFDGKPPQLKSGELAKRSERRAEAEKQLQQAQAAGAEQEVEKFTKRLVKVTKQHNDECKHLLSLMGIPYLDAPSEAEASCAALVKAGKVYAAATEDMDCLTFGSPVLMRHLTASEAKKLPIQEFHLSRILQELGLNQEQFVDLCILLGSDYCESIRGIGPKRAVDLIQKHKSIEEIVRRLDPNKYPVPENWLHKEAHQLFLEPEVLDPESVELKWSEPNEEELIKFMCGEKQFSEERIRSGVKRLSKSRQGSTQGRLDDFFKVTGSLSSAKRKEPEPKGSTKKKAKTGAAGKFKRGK
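Steps: FEN1 (10 nM) dispensed; compound added by pin tool; 15 min at room temperature; substrate added to 50 nM final; reads at 0 min and 15 min; data normalized and fitted (four-parameter Hill).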
N370S GC = qHTS Assay for Inhibitors and Activators of N370S glucocerebrosidase as a Potential Chaperone Treatment of Gaucher Disease | Lysosomal acid glucosylceramidase (Homo sapiens), P04062 | N370S GC spleen homogenate, 4MU-glucoside fluorescence | Potency, µM (top dose mostly 59.4 µM), for inactives: top-dose activity change, negative = inhibition, most hits filed as inhibitors | 0.092% of 330,000 active;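 also: 0% = full enzyme activity and -100% = no enzyme basal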
GCN5L2 inh = qHTS Assay for Inhibitors of GCN5L2 | Histone acetyltransferase KAT2A (Homo sapiens), Q92830 | GCN5L2 HAT assay, ThioGlo1 CoA-SH fluorescence | Potency, µM (series often up to 58.9 µM), for inactives: at the top dose activity change, negative = inhibition, actives largely listed as inhibitors | 0.21% of 390,000 active | AID 504327, 2011
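ThioGlo1-coupled HAT assay: 20nM GCN5L2, 70uM acetyl-CoA, 75uM H3(1-25) peptide, pH 7.5. Fluorescence read at 340/540nm at start and after 20 min at room temperature.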
Starred values were filed as active, the others as inactive; ? = inconclusive; . = not tested or not shown; & = joins results of further samples. Calls follow the shape of the dose curve; as a rule, active = well fitted curve in the direction sought with a large enough effect; inconclusive = small, poorly fitted or top-dose-only effect, or another doubt; inactive = no such curve, though single readings can be large; an effect the other way counts as inactive or inconclusive. Unless noted, % is scaled to controls: 0 for no effect and ±100 for the full control effect; potency is read from the fitted curve at half-maximal effect.

SMILES	FEN1 inh	N370S GC	GCN5L2 inh
CCOC(=O)c1c(NC(=O)CS(=O)(=O)c2cn(CC)c3ccccc23)sc2c1CCCCC2	0%	?	-11%
Cc1ccn2c(C(=O)CSc3ccccc3)c(C)nc2c1	-9%	18%	2%
COc1cccc(NC(=O)CSC2=Nc3ccccc3C3=NC(CC(=O)NCc4ccccc4OC)C(=O)N23)c1 (stereo not drawn)	2%	.	-13%
CC1(C)Cc2c(C#N)c(OCC(=O)c3ccc(Cl)cc3)nc(-c3ccoc3)c2CO1	0%	13%	-5%
CCOc1ccc2c(c1)NC(c1cccs1)=NC(c1ccc(F)cc1)=N2	14%	.	-8%
CC(C)(C)CNC(CO)C12CC3CC(CC(C3)C1)C2 (stereo not drawn)	3%	21%	-1%
COc1ccc(CCNC(=O)c2oc3ccc(S(=O)(=O)N4CCOCC4)cc3c2C)cc1OC	-13%	-1%	-18%
COc1ccc(C(=O)COC(=O)c2ccccc2O)c(OC)c1	-14%	.	?
COc1ccc(CNc2ncnc3ccc(-c4ccccc4CN(C)C)cc23)c(OC)c1	.	-28%	-22%
O=C(Nc1ccccc1)/C(=C/c1ccc([N+](=O)[O-])cc1)NC(=O)c1ccccc1	13%	3%	1%
CC(=O)Nc1cccc(NC(=O)COc2ccc3c(c2)CCC3)c1	11%	.	-4%
S=c1[nH]nc(COc2ccccc2)n1/N=C/c1ccccc1Cl	19%	-9%	0%
Cc1cc(C)c2oc(C(=O)N3CCN(Cc4ccccc4)CC3)cc(=O)c2c1	-9%	-12%	-18%
Cc1ccc(OCc2cc(C(=O)N3CCC(c4ccccc4Cl)C3)no2)cc1C (stereo not drawn)	-17%	?	-6%
Cc1nnc(C)n1/N=C/c1cc(Br)cc(Br)c1O	3%	6%	-10%
COc1ccccc1OCCNC(=O)c1cc([N+](=O)[O-])cc([N+](=O)[O-])c1	5%	-13%	-7%
COc1ccc(C(=O)NCCSc2ccc(C)cc2)cc1	-21%	7%	-3%
Cc1onc(-c2ccccc2)c1-c1n[nH]c(=S)n1-c1ccc(C(=O)O)cc1	-1%	2%	-12%
CC(C)(C)c1nc2scc(-c3cccs3)c2c(=O)o1	-3%	-17%	-16%
C[C@@H](C(=O)Nc1cccnc1)n1c(=O)[nH]c2ccccc2c1=O	1%	20%	-1%

One compound at a time, as listed above.
Results for COc1ccccc1OCCNC(=O)c1cc([N+](=O)[O-])cc([N+](=O)[O-])c1 → FEN1 inh: 5%; N370S GC: -13%; GCN5L2 inh: -7%
Results for Cc1cc(C)c2oc(C(=O)N3CCN(Cc4ccccc4)CC3)cc(=O)c2c1 → FEN1 inh: -9%; N370S GC: -12%; GCN5L2 inh: -18%

Next part.
SMILES	FEN1 inh	N370S GC	GCN5L2 inh
COc1ccc(N2CCN(C(=O)c3ccc(CS(=O)(=O)c4ccc(OC)cc4)o3)CC2)cc1	-7%	7%	-3%
CC(C(=O)Nc1cccc(S(=O)(=O)N2CCOCC2)c1)N1CCN(C)CC1 (stereo not drawn)	-1%	1%	2%
COc1cc(NS(=O)(=O)c2ccc(Nc3nc(-c4ccccc4)cs3)cc2)nc(OC)n1	-23%	4%	-5%
COc1ccc(NC(=O)N2CCCC3(CCN(C(=O)c4cccn4C)CC3)C2)cc1	.	1%	0%
CCCCOc1ccc(S(N)(=O)=O)cc1	1%	7%	-10%
COc1cc2c(C(=O)N3CCN(C)CC3)c(C)oc2cc1Br	9%	-12%	?
Cc1cc(C)c(S(=O)(=O)N(CC(=O)N2CCCC2)C2CCCCC2)c(C)c1	5%	2%	.
CCOc1ccc(C(=O)COc2ccc(NC(C)=O)cc2)cc1	10%	3%	-4%
O=C(NNC(=S)NCc1ccc(Cl)cc1)c1ccc(Br)o1	-10%	4%	0%
CC1=NN(C(C#N)c2c(C)nn(Cc3ccccc3)c2C)C(C)(C)C1 (stereo not drawn)	-8%	2%	19%
COc1cc(/C=C/C2=NC(=O)C(C)(C)O2)ccc1O	6%	-12%	-5%
Cc1ccc(N(C(=O)c2ccn[nH]2)C(C(=O)NC2CCCC2)c2cccs2)cc1 (stereo not drawn)	.	17%	-6%
COc1ccccc1S(=O)(=O)N1CCNC(=O)C1	4%	.	-1%
O=C1OCCC1Sc1nnc(-c2cccc(Br)c2)o1 (stereo not drawn)	-2%	5%	0%
CC(C)CC(=O)Nc1nc(-c2ccc(S(=O)(=O)N3CCOCC3)cc2)cs1	1%	-6%	-21%
Cc1ccc(NCC(=O)Nc2ccc(Br)cc2)cc1C	20%	-7%	-15%
Cc1ccc(-c2cn3cccc(C)c3n2)cc1	-6%	7%	-17%
CN(C)c1nc(N)c([N+](=O)[O-])c(N2CCCCCC2)n1	8%	5%	-4%
Cc1ccccc1OCCC(=O)NCCc1ccc(S(N)(=O)=O)cc1	0%	-10%	-3%
CC1(C)SC2C(NC(=O)Cc3ccccc3)C(=O)N2C1C(=O)O (stereo not drawn)	.	-2%	8%
O=C(NC1CC1)C1=C[C@H](C2CCCCC2)C[C@H](OCc2ccc(CO)cc2)O1	-16%	11%	0%
Cc1ccc(S(=O)(=O)N2C[C@@H]3[C@H]4CC[C@H](C4)[C@@H]3[C@@H](C)[C@@H]2c2ccn(Cc3ccccc3)c2)cc1	-21%	.	-8%
CNC(=O)c1c(NC(=O)CCS(=O)(=O)c2ccc(Cl)cc2)sc2c1CCN(C(=O)OC)C2	-7%	-10%	1%
Cc1cccn2cc(CCNC(=O)c3cccs3)nc12	12%	7%	3%
Cc1ccc(CCNC(=O)CS(=O)Cc2nc(-c3ccccc3F)oc2C)cc1 (stereo not drawn)	-19%	11%	2%
CCCCOc1ccc(C(=O)N/C(=C/C=C/c2ccccc2)C(=O)NC)cc1	-9%	14%	-13%
CCCNC(=O)NC(=O)CSc1nncs1	1%	-4%	-3%
CCn1c(SCC(=O)Nc2sc3c(c2C#N)CCC(C(C)(C)C)C3)nnc1-c1ccco1 (stereo not drawn)	-9%	2%	-9%
CNC(=O)c1cc(C(=O)c2ccc(C(F)(F)F)cc2F)c[nH]1	-3%	6%	-7%
CN(C)c1nc(SCC#N)nc(N2CCOCC2)n1	5%	?	2%

The last 3 compounds of the part before are carried over, then new ones follow:
SMILES	FEN1 inh	N370S GC	GCN5L2 inh
CCn1c(SCC(=O)Nc2sc3c(c2C#N)CCC(C(C)(C)C)C3)nnc1-c1ccco1 (stereo not drawn)	-9%	2%	-9%
CNC(=O)c1cc(C(=O)c2ccc(C(F)(F)F)cc2F)c[nH]1	-3%	6%	-7%
CN(C)c1nc(SCC#N)nc(N2CCOCC2)n1	5%	?	2%
CCC(=O)OCc1cc(=O)n2nc(C3CC3)sc2n1	-8%	.	3%
Cc1ccc(OCCNS(=O)(=O)c2ccc(Cl)cc2)cc1	14%	.	-6%
CC(C)(C)c1ccc(C(=S)N2CCN(c3ccccc3)CC2)cc1	-16%	8%	-3%
COc1ccc(C(=O)OCC(=O)Nc2sccc2C(N)=O)cc1[N+](=O)[O-]	-13%	.	-2%
COc1ccc(Cl)cc1NC(=O)CSc1c2c(nc3ccccc13)CCC2	-21%	.	-11%
CCOC(=O)C1CCN(CC(=O)c2c(C)n(C)c3ccc(OC)cc23)CC1	0%	-10%	8%
O=C(CSc1nnc(Cc2ccccc2)n1Cc1ccco1)NC12CC3CC(CC(C3)C1)C2	-24%	?	-15%
CCn1c(CN2c3ccccc3Sc3ccccc32)n[nH]c1=S	-24%	?	1%
CCOc1ccc(NC(=O)N(C2CCCCC2)C(C)c2ccncc2)cc1 (stereo not drawn)	18%	6%	?
NC(=O)[C@@H]1CCCCNc2c(F)cc([N+](=O)[O-])cc2C(=O)N[C@@H](CCCN=C(N)N)C(=O)NCC(=O)N1	?	2%	-7%

Five consecutive compounds from above, for reference:
SMILES	FEN1 inh	N370S GC	GCN5L2 inh
CCOC(=O)C1CCN(CC(=O)c2c(C)n(C)c3ccc(OC)cc23)CC1	0%	-10%	8%
O=C(CSc1nnc(Cc2ccccc2)n1Cc1ccco1)NC12CC3CC(CC(C3)C1)C2	-24%	?	-15%
CCn1c(CN2c3ccccc3Sc3ccccc32)n[nH]c1=S	-24%	?	1%
CCOc1ccc(NC(=O)N(C2CCCCC2)C(C)c2ccncc2)cc1 (stereo not drawn)	18%	6%	?
NC(=O)[C@@H]1CCCCNc2c(F)cc([N+](=O)[O-])cc2C(=O)N[C@@H](CCCN=C(N)N)C(=O)NCC(=O)N1	?	2%	-7%

Remaining list, next part:
SMILES	FEN1 inh	N370S GC	GCN5L2 inh
O=C(CN(c1cccc(C(F)(F)F)c1)S(=O)(=O)c1ccc(Cl)c([N+](=O)[O-])c1)NCc1ccccc1Cl	-7%	5%	-9%
CC(=O)Nc1ccc(NC(=O)C(NS(=O)(=O)c2ccc3c(c2)OCCO3)C(C)C)cc1 (stereo not drawn)	5%	.	-1%
Cc1noc(C)c1C(=O)OCC(=O)NCCc1ccc(Cl)cc1	0%	3%	-4%
CCOc1cccc2sc(N(CCN(CC)CC)C(=O)c3ccco3)nc12	6%	.	-16%
COC(=O)[C@H](C)NC(=O)NC(C)CCc1ccccc1 (stereo partly drawn)	0%	5%	-3%
COc1cc(C(=S)N2CCOCC2)ccc1OC(=O)/C=C/c1ccco1	15%	1%	-14%
CCN1C(=O)c2ccccc2Sc2ccc(NC(=O)Nc3ccc(Br)c(C)c3)cc21	-17%	.	-13%
c1ccc(N/N=C2\CCCc3ccccc32)nc1	1%	-3%	-6%
CC1CCC(NC(=O)CN2C(=O)C3CC=CCC3C2=O)CC1 (stereo not drawn)	6%	.	-3%
CCn1cc(C(=O)O)c(=O)c2cc(F)c(N3CCN(C(=S)NC(=O)c4ccccc4)CC3)cc21	11%	-2%	0%
C/C(=N\Nc1ccc(F)cc1F)c1ccc(Br)s1	-17%	4%	-8%
NC(=O)CCN1CCC(c2nc3ccccc3s2)CC1	1%	1%	-3%
C=CCn1c(SCC(=O)Nc2nccs2)nnc1-c1cc2cccc(OC)c2o1	1%	-5%	-7%
COc1ccc(C)cc1-n1nc2ccccc2n1	-10%	8%	-11%
CCOC(=O)C1CCCN(C(=O)c2ccco2)C1 (stereo not drawn)	-9%	7%	-6%
O=C(CSCc1c(F)cccc1Cl)NCCc1ccccc1	14%	-9%	-1%
CCC(=O)N1CCc2cc(S(=O)(=O)CCC(=O)NC3CCCCC3)ccc21	42%	-1%	-10%
C[C@H]1C(=O)N(C)CCN1Cc1cn(C)nc1-c1ccc(Oc2ccccc2)cc1	2%	-20%	0%
Cc1ccc(N=Nc2ccc(O)c(P(=O)(c3ccccc3)c3ccccc3)c2)cc1	-4%	20%	-11%
CN(C)c1ccc(CNC(=O)C2CCN(S(=O)(=O)c3ccc4c(c3)oc(=O)n4C)CC2)cc1	-9%&24%	2%	-1%&1%
Cc1nn(Cc2ccc(Cl)cc2)c(C)c1NC(=O)CCCn1nc(C)c([N+](=O)[O-])c1C	0%	5%	-5%
CCC1CCCCN1CCCNC(=O)Cn1cc2c(n1)-c1c(oc(C(=O)N3CCCC3)c1C)CC2 (stereo not drawn)	1%	-22%	-8%
CN(C)c1nc(N)nc(Cn2ccnc2)n1	0%	9%	-4%
Cc1ccc(NC(=O)CCC(=O)N/N=C/c2coc3ccccc3c2=O)cc1	2%	-18%	17%
COc1cc(/C=N/NC(=O)c2cccnc2)ccc1OC(=O)c1ccc2c(c1)OCO2	-1%	7%	-9%
COc1cc2c(cc1OC)C1=C(C#N)CN(CC(=O)O)CN1CC2	-20%	-3%	-15%
O=C(Cc1ccccc1)N1N=C(c2ccncc2)CC1(O)C(F)(F)F (stereo not drawn)	-7%	-1%	1%
COc1ccc(OCCCC(=O)OC(C)C(=O)Nc2ccc(C)cc2)cc1 (stereo not drawn)	-14%	-4%	-3%
COc1ccc(NC(=O)C2=CC(c3ccc(C)cc3)=NS(=O)(=O)N2C)cc1	?	-8%	?

Assay outcomes deposited in PubChem BioAssay by National Center for Advancing Translational Sciences (NCATS).
